Source: PubChem
AHR activator: activates the human aryl hydrocarbon receptor | 2.5% of 320,000 active | AID 2796 | P35869 | AHR-responsive luciferase reporter cells, luminescence | activation, % at 5 µM; in the data active = activation above about 47%;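 also: 0% = vehicle wells and 100% = reference agonist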
ZTA counter: counter-screen for EBNA-1 inhibitors: inhibitors of Epstein-Barr virus ZTA. ZTA-DNA binding, fluorescence polarization. inhibition, % at 11 µM. 0.15% of 320,000 active. AID 2234; in the data active = inhibition above about 33%
RPL19A TOR yeast: yeast TOR pathway RPL19A-GFP modulation; 0.3% of 330,000 active; AID 2025; percent response vs DMSO, % at 10 µM; S. cerevisiae RPL19A-GFP strain, flow cytometry, 3 h; active compounds read low;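 active = percent response vs DMSO below 50%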;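 also: median channel GFP fluorescence of the barcoded RPL19A-GFP strain; ratio of sample median GFP to plate DMSO average so 100% = DMSO; lower means less RPL19A-GFP as with rapamycin TOR inhibition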
MEP2-GFP yeast: modulators of TOR pathway MEP2-GFP in S. cerevisiae; S. cerevisiae MEP2-GFP strain, flow cytometry GFP, 3 h; 100% = DMSO control level; GFP response vs DMSO, % at 10 µM; 0.51% of 330,000 active;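 active = GFP response versus DMSO above a set limit, roughly screen mean plus 3 SD, cut at about 180% in these data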;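 also: median GFP fluorescence of the barcode-gated MEP2-GFP cells per well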
EBNA-1 inhibitor: blocks EBNA-1 binding to DNA; EBNA-1 DNA binding, fluorescence polarization; inhibition, % at 14.8 µM; 0.34% of 300,000 active; AID 1950; in the data active = inhibition above about 28%
LAP4-GFP MLPCN: yeast TOR pathway LAP4-GFP modulation; S. cerevisiae LAP4-GFP multiplex, flow cytometry GFP, 3 h; median GFP as percent of DMSO wells; GFP response vs DMSO, % at 10 µM; 0.34% of 320,000 active; AID 2023;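 active = GFP response vs DMSO above a set limit, about the screen mean plus 3 SD, cut at about 150% in these data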
proCasp3 act: activates human procaspase-3. P42574. recombinant procaspase-3 D3A, Ac-DEVD-pNA absorbance 405 nm. activation, % at 8.5 µM. 0.11% of 330,000 active;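 active = activation above the mean of all tested compounds plus 3 SD, cut at about 21% in these data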;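 also: 0% = DMSO alone and 100% = DMSO wells spiked with extra 5 µM PC-3 D3A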
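assay system = Procaspase-3 D3A mutant | signal = absorbance at 405 nm, 0 and 120 min | times = 1 h preincubation plus 2 h reaction at 25 °C | repeats = single replicate | read-out = % activation between DMSO and enzyme-spiked controls | medium = Zinc-free HEPES saline buffer with Triton X-100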
proCasp7 act: counter-screen for procaspase-3 activators: activators of human procaspase-7. AID 463210. activation, % at 8.5 µM. 0.093% of 330,000 active. recombinant procaspase-7, Ac-DEVD-pNA absorbance 405 nm; D23A/D198A/D206A triple mutant, cannot self-cleave; scale: DMSO 0, 5 µM enzyme 100;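 active = percent activation above the screen-wide mean plus 3 SD, cut at about 25% in these data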
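Test system: Procaspase-7 triple mutant (PC-7 D3A). Also added: Ac-DEVD-pNA substrate, 400 µM as added. Schedule: 1 h enzyme–compound preincubation and 2 h substrate reaction, both 25 °C. Signal: p-Nitroaniline absorbance at 405 nm, read at 0 and 120 min. Control set: low DMSO alone, high DMSO plus 5 µM PC-7.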
* marks the source's active call; other numbers are inactive results; . = not tested or not shown; [ ] = remark or other dose.

SMILES | AHR activator | ZTA counter | RPL19A TOR yeast | MEP2-GFP yeast | EBNA-1 inhibitor | LAP4-GFP MLPCN | proCasp3 act | proCasp7 act
CN(c1ccccc1C(=O)Nc1ccc2ccccc2c1)S(C)(=O)=O | 4 | -2 | 96 | 98 | -2 | 101 | -5 | 8
O=C(CSc1n[nH]c(-c2cccnc2)n1)Nc1ccccc1 | 14 | -5 | 99 | 103 | 1 | 98 | 2 | 6
CCOc1ccc(NC2OC(CO)C(O)C(O)C2O)c([N+](=O)[O-])c1 (stereo not given) | 2 | 17 | 96 | 99 | 11 | 109 | -5 | -5
Cc1c(C(=O)OCC(=O)N2CCN(c3ccccc3)CC2)oc2ccccc12 | 6 | . | 95 | 98 | . | 103 | 9 | -3
CC(=O)Nc1cccc(NC=C(C#N)C#N)c1 | 5 | 3 | 106 | 110 | -2 | 109 | 0 | 1
COc1ccc(NC(=O)NCc2ccccc2F)cc1OC | 4 | -3 | 99 | 104 | 1 | 94 | 4 | 11
Cc1ccccc1NC(=O)CSc1cn[nH]n1 | 1 | 7 | 101 | 99 | -4 | 91 | 7 | 4
CC(C)C(=O)NNC(=O)CSc1nnc(-c2ccccc2)c(-c2ccccc2)n1 | 1 | -7 | 105 | 97 | 7 | 85 | 8 | 4
CCn1c2ccccc2c2nnc(SCC(=O)NC3CCS(=O)(=O)C3)nc21 (stereo not given) | 1 | -8 | 102 | 100 | 0 | 104 | -3 | -5
COCC(C)n1c(SCC(=O)Nc2sccc2C(N)=O)nc2ccccc2c1=O (stereo not given) | 0 | -8 | 88 | 94 | . | 88 | -5 | 4
C[N+]1(CN2C(=O)C3C4C=CC(C4)C3C2=O)CCCCC1 (stereo not given) | 0 | 2 | 96 | 92 | 6 | 103 | -3 | 0
COc1ccc(OCCNC(=O)c2ccccc2Cl)cc1 | 0 | 7 | 102 | 104 | -1 | 105 | -4 | 8
CCOC(=O)Nc1nc(-c2ccccc2)c(C(=O)c2ccccc2)s1 | 16 | 3 | 98 | 104 | -15 | 103 | 2 | 12
Cn1cccc1/C=N/NC(=O)c1ccco1 | 8 | 3 | 98 | 89 | 3 | 102 | 8 | -5
COc1ccc(CNC(=O)c2cc(C)nc3ccccc23)cc1OC | 3 | 4 | 107 | 102 | 3 | 117 | 4 | 2
Cc1oc(-c2ccccc2)nc1CS(=O)CC(=O)N1CCc2ccccc2C1 (stereo not given) | 6 | 16 | 102 | 111 | -3 | 102 | 5 | -5
O=C(OCC(=O)C12CC3CC(CC(C3)C1)C2)c1ccc(O)cc1 | 1 | . | 96 | 98 | . | 96 | 0 | 0
Cc1nc(SC2CCOC2=O)c2c(C)c(C)sc2n1 (stereo not given) | 7 | 0 | 89 | 95 | -1 | 97 | 3 | 9
CCOc1ccc(C(c2c(C)[nH][nH]c2=O)c2c(C)[nH][nH]c2=O)cc1OCC | 2 | 6 | 87[may fluoresce violet] | 111[may fluoresce violet] | 10 | 128[may fluoresce violet] | 4 | 7
Cc1cccc(NC(=S)N/N=C(\c2ccccc2)C(C)C)c1 | 37 | 0 | 104 | 110 | 8 | 109 | -10 | -14
Cc1ccc2c(c1)C(=O)N1[C@H]3c4cc(C)ccc4OC[C@@H]3[C@H](c3ccccc3)[C@]1(C)C(=O)N2 | -1 | . | 93 | 95 | . | 97 | -3 | 2
COc1cc([C@H]2[C@@H]3CCCC[C@]3(O)CCN2CC(=O)Nc2ccc(C)cc2)ccc1O | 7 | -11 | 95 | 112 | -8 | 104 | -2 | -3
COc1ccc(C(CNC(=O)Cn2c(=O)oc3ccccc32)N(C)C)cc1 (stereo not given) | 7 | 3 | 105 | 106 | -3 | 103 | 2 | 7
Cc1cc(Oc2ccccc2)nc(NCc2ccccc2)n1 | 4 | 18 | 95 | 104 | -6 | 99 | -7 | 11
COc1ccc(CNC(=O)CSCc2cccc(Cl)c2)cc1 | 6 | -15 | 109 | 104 | -1 | 106 | -2 | 1

More compounds follow.
SMILES | AHR activator | ZTA counter | RPL19A TOR yeast | MEP2-GFP yeast | EBNA-1 inhibitor | LAP4-GFP MLPCN | proCasp3 act | proCasp7 act
O=C(O)c1ccc(N2CC3CC(C2)c2cccc(=O)n2C3)c(NC(=S)Nc2ccc(Br)cc2)c1 (stereo not given) | 1 | -4 | 89 | 90 | -19 | 98 | -14 | -22
Cc1cccc(C(C)C)c1NC(=O)Cc1ccc(S(=O)(=O)N2CCOCC2)s1 | 2 | -26 | 103 | 108 | -16 | 94 | -6 | -1
NC1=NC(=O)/C(=C\c2cccnc2)S1 | 1 | 15 | 91 | 99 | 1 | 86 | 14 | 9
CNc1c([N+](=O)[O-])cnn1-c1ccccc1F | 2 | -2 | 103 | 101 | 6 | 97 | 0 | 7
Cc1cc(-c2ccn[nH]2)c(C)s1 | 5 | 3 | 94 | 93 | 4 | 100 | -1 | 12
Cc1nc2ccccc2c2c1C(=O)N(c1cccc(C(=O)O)c1)C2=O | -2 | 0 | 101 | 95 | -3 | 105 | -4 | 0
Cc1ccc(-n2nc(C(=O)NCc3ccco3)c3c4ccccc4n(C)c3c2=O)cc1 | 22 | 45* | 100 | 93 | 15 | 91 | -6 | -3
COCc1cc(Sc2ccc(Cl)cc2)nc(C)n1 | 0 | -2 | 99 | 98 | -6 | 97 | 7 | 7
Cc1nc(-c2cc(-c3nc(-c4ccc(C(C)(C)C)cc4)no3)no2)cs1 | -1 | 3 | 97 | 100 | -9 | 106 | -1 | 0
O=C(Cn1cnc2cc(Cl)ccc2c1=O)Nc1ccc2c(c1)OCO2 | 7 | -21 | 102 | 107 | -4 | 100 | -4 | 6
CCCCCCCOc1ccc(-c2ccc(C#N)cn2)cc1 | -2 | -13 | 101 | 106 | -3 | 100 | 10 | 2
Cc1ccc(-n2c(SCC(=O)Nc3ccc4c(c3)OCO4)nnc2-c2ccccn2)cc1 | 1 | 4 | 100 | 106 | 7 | 104 | 11 | 5
COc1ccc(C(CNCC(=O)Nc2ccccc2F)N(C)C)cc1 (stereo not given) | 0 | -4 | 95 | 96 | -13 | 97 | 7 | -5
CCCCCCCCS(=O)C1CCS(=O)(=O)C1 (stereo not given) | -1 | 2 | 99 | 102 | 1 | 98 | -1 | 0
CC(=O)NC(Cc1c[nH]c2ccccc12)C(=O)Nc1ccc2c(c1)OCO2 (stereo not given) | 33 | -8 | 104 | 107 | 4 | 103 | 1 | 8
O=C(NC(=S)N1CCCc2ccccc21)c1ccccc1 | 32 | 12 | 96 | 100 | -1 | 110 | -7 | -9
O=C(Nc1cc(C(F)(F)F)ccc1N1CCOCC1)c1ccc(F)cc1 | -1 | 11 | 95 | 104 | 10 | 101 | -4 | 1
COC(=O)Nc1ccc(N2CCOCC2)c(S(=O)(=O)N2CCOCC2)c1 | 2 | -1 | 98 | 96 | 3 | 98 | 5 | 4
CC(=O)C1=C(O)C(=O)N(c2cccc(Br)c2)C1c1ccccc1Cl (stereo not given) | 0 | 7 | 96 | 99 | 1 | 98 | -1 | -9
COc1cccc(N(Cc2nnc3n2CCCCC3)C(=O)Nc2ccccc2)c1 | 2 | 7 | 90 | 95 | -19 | 85 | 5 | -4
CCSc1nnc(-c2c[nH]c3ccccc23)o1 | 10 | 8 | 100 | 100 | 13 | 98 | 2 | -8
COc1ccc(/C=N/NC(=O)C(C)N(c2ccc(OC)cc2)S(C)(=O)=O)cc1 (stereo not given) | 3 | -2 | 111 | 106 | 11 | 95 | 0 | 2
COc1ccccc1NC(=O)C(C)OC(=O)c1ccc(-n2cnnn2)cc1 (stereo not given) | 0 | 10 | 98 | 107 | -1 | 102 | -9 | 8
O=C(NCc1ccc(Cl)cc1)c1ccc(Cn2cc(C(F)(F)F)ccc2=O)cc1 | -3 | -10 | 99 | 99 | 3 | 102 | 2 | 9
CCC(C)(NC(=O)c1ccc(=O)[nH]c1)C(=O)NC1CCCC1 (stereo not given) | -2 | -11 | 99 | 95 | 10 | 93 | 6 | -3

The list continues:
SMILES | AHR activator | ZTA counter | RPL19A TOR yeast | MEP2-GFP yeast | EBNA-1 inhibitor | LAP4-GFP MLPCN | proCasp3 act | proCasp7 act
CCC(C)Sc1cccc(-c2nc3ccccn3c2NCc2ccccc2)c1 (stereo not given) | 9 | . | 98 | 100 | . | 113 | 4 | 4
Cc1nc(C)c(/C(O)=C/c2nc3ccccc3oc2=O)s1 | 4 | -10 | 100 | 103 | 10 | 99 | -7 | 11
Cc1ccc(CNC(=O)c2cccc(OCc3c(C)noc3C)c2)cc1 | 1 | 19 | 89 | 94 | 11 | 99 | 2 | 5
CC(C)CCNC(=O)CN(Cc1ccccc1)C(=O)CCC(=O)Nc1ccccn1 | -2 | -9 | 100 | 98 | 7 | 100 | 1 | 3
CCOC(=O)c1ccc(Nc2ccc(-c3ccc(OC)c(OC)c3)nn2)cc1 | -1 | 17 | 94 | 102 | 4 | 96 | 4 | -9
CCC[C@@H](CNC)NC[C@H](Cc1ccccc1)NCCCCc1ccccc1 | 3 | -5 | 99 | 93 | 4 | 125 | -3 | -14
O=C(CSc1ncnc2c1oc1ccccc12)NC1CCCC1 | 16 | -2 | 101 | 88 | 0 | 104 | 2 | -8
Cc1c(C(N)=O)sc2nc(-c3ccccc3)cn12 | 1 | 13 | 101 | 97 | 10 | 106 | -6 | 9
COC(=O)c1ccc(N2CCN(C)CC2)c(NC(=O)COc2ccccc2)c1 | 3 | -8 | 104 | 92 | -14 | 88 | -7 | 4
COc1cc(NC(=O)c2cc(-c3cccs3)on2)cc(OC)c1OC | -3 | -10 | 89 | 88 | -11 | 98 | 5 | 5
COC(=O)c1ccccc1NC(=O)Cn1cnc([N+](=O)[O-])c1 | 1 | 0 | 96 | 98 | 5 | 84 | 4 | -11
O=C(CC(=O)Nc1ccc(Cl)cc1Cl)Nc1ccc(Cl)cc1Cl | 4 | 6 | 106 | 105 | 5 | 90 | 8 | -4

9 entries already listed, sorted by SMILES length, largest number first.
SMILES | AHR activator | ZTA counter | RPL19A TOR yeast | MEP2-GFP yeast | EBNA-1 inhibitor | LAP4-GFP MLPCN | proCasp3 act | proCasp7 act
O=C(O)c1ccc(N2CC3CC(C2)c2cccc(=O)n2C3)c(NC(=S)Nc2ccc(Br)cc2)c1 (stereo not given) | 1 | -4 | 89 | 90 | -19 | 98 | -14 | -22
CC(=O)C1=C(O)C(=O)N(c2cccc(Br)c2)C1c1ccccc1Cl (stereo not given) | 0 | 7 | 96 | 99 | 1 | 98 | -1 | -9
CN(c1ccccc1C(=O)Nc1ccc2ccccc2c1)S(C)(=O)=O | 4 | -2 | 96 | 98 | -2 | 101 | -5 | 8
Cc1ccc(CNC(=O)c2cccc(OCc3c(C)noc3C)c2)cc1 | 1 | 19 | 89 | 94 | 11 | 99 | 2 | 5
C[N+]1(CN2C(=O)C3C4C=CC(C4)C3C2=O)CCCCC1 (stereo not given) | 0 | 2 | 96 | 92 | 6 | 103 | -3 | 0
COc1ccc(C(CNCC(=O)Nc2ccccc2F)N(C)C)cc1 (stereo not given) | 0 | -4 | 95 | 96 | -13 | 97 | 7 | -5
O=C(CSc1ncnc2c1oc1ccccc12)NC1CCCC1 | 16 | -2 | 101 | 88 | 0 | 104 | 2 | -8
O=C(NC(=S)N1CCCc2ccccc21)c1ccccc1 | 32 | 12 | 96 | 100 | -1 | 110 | -7 | -9
Cc1cc(Oc2ccccc2)nc(NCc2ccccc2)n1 | 4 | 18 | 95 | 104 | -6 | 99 | -7 | 11
